# Screening data (PubChem BioAssay)
# influenza NS1A – H1N1 influenza NS1A inhibitors, functional cell based assay (AID 504329) | 340,000 tested, 0.3% active | inhibition, % at 12.5 µM, or IC50 in µM where a hit was titrated | NS1A functional cell-based assay, percent inhibition; higher % means a stronger effect; in the data active means a potency from the dose series; inconclusive means inhibition above about 27% without an active follow-up result; further: strong numbers were not always called active
# tuberculosis growth – growth inhibition of non-replicating M. tuberculosis (AID 488890) | Mycobacterium tuberculosis non-replicating, growth inhibition; higher % means a stronger effect | inhibition, % at 25 µM, or IC50 in µM where a hit was titrated | 320,000 tested, 0.39% active; in the data active means a potency from the dose series; inconclusive means inhibition mostly from about 82% at the one dose, without a potency; inactive means the rest, 99 in 100 with inhibition below about 76%;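 further: plate controls were DMSO cells for no effect and high antibiotic wells for full effect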
# PhoP GFP inhibition – Inhibition of PhoP regulon, Salmonella typhi GFP reporter cells, confirmation, 4 h (AID 1850). Salmonella Typhi PhoP-promoter GFP reporter, fluorescence, 4 h; higher % means a stronger effect. one-dose inhibition, % at 50 µM; IC50 in µM for titrated hits. 310,000 tested, 0.33% active; in the data active means a potency from the dose series; inconclusive means inhibition mostly from about 25% at the one dose, without a potency; inactive means the rest, 99 in 100 with inhibition below about 19%;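 further: 0% = induced wells with vehicle and 100% = uninduced wells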
# inhibitors of VEEV – inhibitors of VEEV TC-83 cytopathic effect, confirmation, Vero cells (AID 588727); Vero cells, VEEV TC-83 cytopathic effect inhibition; higher % means a stronger effect; inhibition, % at 20 µM; hits with a dose series show IC50 in µM; 350,000 tested, 0.13% active; in the data active means a potency from the dose series; inconclusive means inhibition mostly from about 14% at the one dose, without a potency; inactive means the rest, 99 in 100 with inhibition below about 12%; further: strong numbers were not always called active
# M. tuberculosis HTS – M. tuberculosis growth inhibition, HTS (AID 449762) | 330,000 tested, 0.59% active | M. tuberculosis H37Rv growth inhibition, 7H9 media; higher % means a stronger effect | one-dose inhibition, % at 25 µM; IC50 in µM for titrated hits; in the data active means a potency from the dose series; inconclusive means inhibition above about 70% without an active follow-up result;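 further: bacterial growth assessed after seven days of incubation; strong numbers were not always called active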
# inhibitors of VEEV 10K pilot screen – further read-out of inhibitors of VEEV, marked with its call; inhibition, %; measured here: 10K pilot screen inhibition
# An asterisk follows results filed as active; i = inactive; ? = inconclusive; / = not tested or not shown.
SMILES,influenza NS1A,tuberculosis growth,PhoP GFP inhibition,inhibitors of VEEV,M. tuberculosis HTS,others
NC(=O)c1ccccc1NC(=O)C1CCCO1 (stereo not given),4.7%,9.6%,4.2%,1.2%,1.2%,
CCOc1ccc(OCCn2nnc3ccccc3c2=O)cc1,-4.6%,4.5%,1.4%,1.7%,0.5%,
Cc1nc(N2CCN(Cc3nc4ccccc4[nH]3)CC2)c2oc3ccccc3c2n1,-7.8%,28.9%,-1.9%,7.6%,?,
CCOC(=O)C1(CC2CC2)CCN(Cc2cn[nH]c2-c2ccccc2)CC1,0.2%,-5.7%,-4.2%,1.4%,-12.1%,
Cc1cc(OC(=O)c2ccco2)c2c3c(c(=O)oc2c1)CCCC3,3.0%,67.3%,-5.6%,4.9%,?,
CC1=C[C@H]2Cc3cc(C)cc(C)c3S(=O)(=O)[C@@H]2C=C1,-6.1%,10.3%,-1.6%,0.1%,-1.2%,
CCCCCCCCn1c2c(c(=N)c3c1CCC3)CCCC2,-8.9%,?,-5.2%,i,19µM*,
CCn1c(CN2CCN(c3ccc(Cl)cc3)CC2)nc2ccccc21,-4.2%,27.9%,-5.0%,i,?,
C(=N\Nc1nccc(-c2cccnc2)n1)/c1ccccc1,/,-3.8%,0.2%,7.5%,-7.4%,
COc1ccc(CCN(Cc2ccccn2)C(=S)Nc2ccc(C)cc2)cc1OC,-2.5%,16.5%,0.9%,0.3%,-2.6%,
CC1=C(C(=O)Nc2ccc(C)cc2)C(c2cccs2)NC(=S)N1 (stereo not given),-12.0%,5.9%,-5.6%,12.9%,-8.0%,
COC(=O)CCNC(=O)c1nn(Cc2ccccc2)c(=O)c2ccccc12,5.5%,-5.7%,2.5%,0.8%,-10.5%,
O=Cc1cnc(N2CCOCC2)nc1,13.2%,-0.2%,-1.2%,0.4%,2.5%,
CCC(CC)c1nnc(NC(=O)CCCN2C(=O)c3ccccc3C2=O)s1,3.5%,4.6%,7.5%,2.4%,4.9%,
CCCc1ccc(OCc2ccc(C(=O)OC)o2)c(OC)c1,-4.3%,25.6%,-13.0%,1.0%,0.5%,
CCOc1ccccc1N1CCN(C(=O)c2ccc(NS(=O)(=O)c3ccc4[nH]c(=O)[nH]c4c3)cc2)CC1,10.0%,1.3%,6.8%,9.7%,16.2%,
COc1ccc(CC(=O)NC(C)c2nnc(SCC(=O)c3ccc(Br)cc3)n2C)cc1 (stereo not given),14.3%,33.5%,-8.6%,2.4%,-7.5%,
CCOc1ccc(NC(=O)NCc2ccccn2)cc1,-5.8%,7.1%,1.3%,1.2%,5.2%,
Cc1csc(NC(=O)c2cnccn2)n1,-11.2%,16.7%,3.0%,1.4%,-5.6%,
O=C(O)c1ccc(COc2ccccc2/C=C2\NC(=O)N(Cc3ccccc3F)C2=O)cc1,-6.3%,-2.4%,7.9%,7.1%,-3.5%,
O=C(COC(=O)CNC(=O)C12CC3CC(CC(C3)C1)C2)NC1CCS(=O)(=O)C1 (stereo not given),-1.5%,20.7%,-3.2%,4.9%,9.0%,
CCCn1c(=O)c2sccc2n2c(CCCC(=O)NCc3cccnc3)nnc12,-8.2%,-13.5%,10.1%,1.7%,7.1%,
CSCC[C@H](NC(=O)Nc1ccc(Oc2ccccc2)cc1)C(=O)O,-4.7%,2.2%,-2.4%,1.2%,4.3%,
Cc1ccccc1CN(CC(=O)Nc1cccc([N+](=O)[O-])c1)S(=O)(=O)c1ccc(Cl)cc1,-5.1%,31.6%,-1.6%,0.8%,-8.1%,
CCC(=O)CCC(=O)c1ccc2ccccc2c1,4.7%,56.6%,-9.7%,0.8%,9.1%,
CC(Oc1cccc(Cl)c1)C(=O)Nc1ccc(S(=O)(=O)N(C)C2CCN(C)CC2)cc1 (stereo not given),6.6%,9.5%,/,i,-11.2%,
N#Cc1c(SCC(=O)O)nc(-c2ccccc2)c2c1CCCC2,-28.1%,29.3%,-3.7%,1.1%,0.2%,
CSc1ccccc1C(=O)NCCOc1ccccc1C,11.2%,3.9%,-0.5%,i,-0.4%,
CCN(CC)CCOC(=O)c1ccc(NC(=O)CNC(=O)C2CCCCC2)cc1,-1.1%,-10.5%,-8.1%,1.1%,3.3%,
CN(C)CCCN(Cc1ccc2c(c1)OCO2)C(=O)NC1CCCCC1,-12.2%,0.7%,-12.8%,6.8%,-3.7%,

# 2 consecutive entries from above:
SMILES,influenza NS1A,tuberculosis growth,PhoP GFP inhibition,inhibitors of VEEV,M. tuberculosis HTS,others
N#Cc1c(SCC(=O)O)nc(-c2ccccc2)c2c1CCCC2,-28.1%,29.3%,-3.7%,1.1%,0.2%,
CSc1ccccc1C(=O)NCCOc1ccccc1C,11.2%,3.9%,-0.5%,i,-0.4%,

# (list continues)
SMILES,influenza NS1A,tuberculosis growth,PhoP GFP inhibition,inhibitors of VEEV,M. tuberculosis HTS,others
NC(=O)NOCc1c(F)cccc1Cl,/,-13.6%,-0.8%,0.8%,-5.8%,
Cc1oc(/C=N/NS(=O)(=O)c2ccccc2)cc1Br,-6.8%,22.8%,-10.6%,0.6%,-0.4%,
Nc1ccc2nn(-c3cc([N+](=O)[O-])ccc3O)nc2c1,-5.0%,9.2%,-11.3%,0.1%,1.3%,
O=C(Nc1nnc(SCc2cccc3ccccc23)s1)C1COc2ccccc2O1 (stereo not given),-3.4%,74.2%,-4.5%,1.6%,0.9%,
O=C(CSc1nnc(-c2cccnc2)o1)Nc1ccccn1,19.0%,-4.9%,-17.4%,2.4%,5.5%,
Cc1cccc(-n2cc(CN3CCCN(C=O)CC3)c(-c3cccc(F)c3)n2)c1,1.4%,15.2%,-7.5%,0.1%,12.4%,
CCn1c(=O)cc(SCC(=O)Nc2ccc3c(c2)OCO3)c2ccccc21,-0.4%,-12.3%,-3.5%,1.4%,-1.9%,
Cn1nc(C(=O)NNC(=O)c2ccccc2F)c2ccccc2c1=O,-2.1%,-3.0%,/,11.0%,-3.2%,
COc1cc(O)c(C(C)=O)c(CC(=O)O)c1,6.5%,-1.1%,-6.6%,0.3%,-3.9%,
COc1cccc(-c2noc(N)c2C#N)c1,23.1%,16.3%,-11.0%,i,-5.5%,
CCCCCC1(C(=O)OCC)CC(CSC(=N)N)OC1=O (stereo not given),-2.5%,12.8%,4.0%,2.2%,3.5%,
O=C(NCc1ccc(F)cc1)C(=O)NCC1OCCN1C(=O)c1ccc(Cl)cc1 (stereo not given),-6.0%,22.8%,4.2%,1.1%,-7.7%,inhibitors of VEEV 10K pilot screen=1.5
O=C(Cn1nc(-c2ccccc2)ccc1=O)N1CCC2(CC1)OCCO2,-4.4%,23.8%,8.7%,0.3%,6.1%,
CCCCn1c(N)c(N(CCC(C)C)C(=O)CCN2C(=O)C3CC=CCC3C2=O)c(=O)[nH]c1=O (stereo not given),-11.9%,3.1%,0.9%,0.6%,1.3%,
Cc1nnc(NC(=O)c2cccc(NC(=O)C(C)C)c2)s1,-13.6%,-13.9%,-1.9%,1.6%,2.2%,
O=C(c1cccc(S(=O)(=O)N2CCc3ccccc32)c1)N1CCN(CCO)CC1,-4.3%,-24.1%,/,3.9%,-1.4%,
Cc1cccc(CSc2nc3ccccc3c(=O)n2C)c1,-14.7%,-11.4%,/,i,0.7%,
CCOC(=O)c1cccc(NC(=O)N2CCOCC2)c1,3.2%,4.3%,1.0%,i,0.3%,
Cc1cccc(N2CCN(C(=O)c3ccc(N4CCCC4=O)cc3)CC2C)c1 (stereo not given),1.3%,2.2%,5.5%,i,0.2%,
COc1ccc(NC(=S)NNc2ccc(C(=O)O)cc2)cc1,-1.7%,-21.9%,-10.9%,0.4%,3.3%,
CCCN1C(=O)CN(C2CCCCCC2)C(=O)C1c1ccc(C)cc1 (stereo not given),1.2%,10.4%,-2.5%,2.4%,-4.3%,
O=C(CNC(=O)c1ccccc1F)NCCc1ccc(Cl)cc1Cl,7.1%,1.8%,-4.4%,0.8%,-3.4%,
CCN(c1ccccc1)S(=O)(=O)c1ccc(NC(=S)NC(=O)c2ccc(Br)o2)cc1,-8.4%,51.7%,-12.5%,7.4%,1.9%,
CC(NC(=O)CSc1n[nH]c(=O)[nH]c1=O)C1CC2CCC1C2 (stereo not given),-11.9%,-0.3%,1.4%,1.0%,-1.4%,
Cc1cc2c(c(SCC(=O)NCc3ccc(Cl)cc3)n1)C(=O)OC2,-1.9%,3.2%,-26.0%,1.0%,3.7%,
COC(=O)C1=C(C(=O)OC)SC(=C2C(=S)C(C)(C)N(C(=O)C(C)C)c3ccccc32)S1,26.5%,1.7%,12.7%,1.2%,-2.7%,
O=C(O)c1ccccc1Nc1ccnc(Cl)n1,4.8%,11.0%,3.1%,1.0%,0.8%,
Nc1nc(=O)c2ccccc2s1,-9.2%,/,/,2.0%,/,
Cc1ccnc(SCCn2c(N(C)Cc3ccccc3)nc3c2c(=O)n(C)c(=O)n3C)n1,4.8%,-2.2%,-10.3%,9.1%,-6.3%,
COC(=O)c1ccccc1NC(=S)NC(=O)c1ccccc1C,3.1%,?,-4.6%,2.8%,6.0%,

# Molecules listed so far that contain a Cl atom, in the order listed:
SMILES,influenza NS1A,tuberculosis growth,PhoP GFP inhibition,inhibitors of VEEV,M. tuberculosis HTS,others
CCn1c(CN2CCN(c3ccc(Cl)cc3)CC2)nc2ccccc21,-4.2%,27.9%,-5.0%,i,?,
Cc1ccccc1CN(CC(=O)Nc1cccc([N+](=O)[O-])c1)S(=O)(=O)c1ccc(Cl)cc1,-5.1%,31.6%,-1.6%,0.8%,-8.1%,
CC(Oc1cccc(Cl)c1)C(=O)Nc1ccc(S(=O)(=O)N(C)C2CCN(C)CC2)cc1 (stereo not given),6.6%,9.5%,/,i,-11.2%,
NC(=O)NOCc1c(F)cccc1Cl,/,-13.6%,-0.8%,0.8%,-5.8%,
O=C(NCc1ccc(F)cc1)C(=O)NCC1OCCN1C(=O)c1ccc(Cl)cc1 (stereo not given),-6.0%,22.8%,4.2%,1.1%,-7.7%,inhibitors of VEEV 10K pilot screen=1.5
O=C(CNC(=O)c1ccccc1F)NCCc1ccc(Cl)cc1Cl,7.1%,1.8%,-4.4%,0.8%,-3.4%,
Cc1cc2c(c(SCC(=O)NCc3ccc(Cl)cc3)n1)C(=O)OC2,-1.9%,3.2%,-26.0%,1.0%,3.7%,
O=C(O)c1ccccc1Nc1ccnc(Cl)n1,4.8%,11.0%,3.1%,1.0%,0.8%,

# (list continues)
SMILES,influenza NS1A,tuberculosis growth,PhoP GFP inhibition,inhibitors of VEEV,M. tuberculosis HTS,others
CC(=O)c1ccc([N+](=O)[O-])c(CS(=O)(=O)c2ccc(Cl)cc2)c1,0.8%,-9.0%,-9.1%,1.2%,-5.7%,
O=C(Nc1cc(S(=O)(=O)N2CCOCC2)ccc1N1CCOCC1)c1ccccc1Cl,-1.2%,6.4%,/,1.2%,-8.9%,
CCOC(=O)C1(C)Oc2cccnc2NC1=O (stereo not given),-2.2%,8.0%,6.7%,0.3%,2.8%,
CCCCNC(=S)N1CCn2cccc2C1c1ccc(F)cc1 (stereo not given),0.0%,19.7%,-3.9%,1.1%,-3.9%,
O=C(NCCCn1ccnc1)/C(=C/c1ccco1)NC(=O)c1ccco1,0.6%,-5.1%,10.5%,i,-6.2%,
CC(c1ccccc1)n1cc(C(=O)NCC2COc3ccccc3O2)nn1 (stereo not given),-12.4%,-8.9%,5.4%,1.6%,-2.6%,
NNC(=O)CNc1ccccc1Cl,5.0%,-15.8%,-12.8%,0.7%,-0.4%,
CCOc1ccc(CN2CCNC(=O)C2CC(=O)OC)cc1 (stereo not given),-6.8%,-2.8%,-12.2%,5.1%,-2.9%,
CC1CCCCN1C(=O)CCC(=O)Nc1nnc(C2CCCCC2)s1 (stereo not given),-3.9%,4.6%,-4.8%,0.5%,-4.6%,
CCN(C[C@H]1N[C@@](Cc2ccccc2)(C(=O)OC)[C@H]2C(=O)N(C)C(=O)[C@@H]12)C(=O)c1ccccc1,3.2%,11.3%,/,0.9%,0.5%,
Cc1cc(N2CCCCC2)ccc1[N+](=O)[O-],-6.0%,54.2%,-4.5%,i,7.6%,
CC(NC(=O)c1cnc2n(c1=O)CCS2)c1ccccc1 (stereo not given),9.7%,-13.8%,2.2%,0.5%,-0.7%,
O=C(Nc1ccc(F)cc1F)c1cc(-c2ccco2)on1,8.7%,/,-2.7%,0.9%,/,
COCC(C)n1c(SCC(=O)NNC(=O)c2ccccc2)nc2ccccc2c1=O (stereo not given),-7.7%,-7.7%,-11.5%,7.3%,-3.5%,
Nc1nc(-c2cccnc2)nn1C(=O)c1ccccc1Cl,-8.0%,/,/,0.8%,/,
CS(=O)(=O)c1ccc(Cl)c(NC(=O)CN2CCCC2c2ccc3c(c2)OCCCO3)c1 (stereo not given),-2.9%,22.6%,/,5.0%,-8.4%,
Cc1ccc(C(=O)COC(=O)CNC(=O)c2ccc(N3C(=O)c4ccccc4C3=O)cc2)cc1C,-3.8%,31.6%,-6.5%,1.4%,9.7%,
